# TNF necrop inh – blocks TNF-alpha induced death of Jurkat FADD-/- cells; Jurkat FADD-/- TNF necroptosis rescue, ATP luminescence, 24 h; 0 = TNF only, 100 = no-TNF cells; activation (protection from cell death), % at 10 µM; 220,000 tested, 0.068% active; AID 463075;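 active = activation, meaning protection from cell death, of at least 50% relative to plate controls; inactive = activation below 50%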;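 also: necroptosis triggered by 40 ng/mL TNF-alpha added together with compound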
# PERK inh – human PERK inhibition, primary cell-based screen. CHO PERK-DD fusion, SEAP luminescence translation reporter. inhibition, % at 5.6 µM. 220,000 tested, 0.17% active. AID 1416;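 active = inhibition above the mean inhibition of all tested compounds plus 3 SD, set separately per screening campaign, cut at about 2.9% in these data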;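 also: PERK kinase domain activated by AP20187 dimerizer at 100 nM; 0% = DMSO with dimerizer and 100% = rapamycin at 8.4 µM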
# eIF4E-4G inh – inhibitors of eIF4E and eIF4G interaction in translation initiation. P63073+Q04637. TR-FRET eIF4E-eIF4GI(517-606) binding, 2 h. inhibition, % at 21.7 µM. 220,000 tested, 0.37% active. AID 782;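 active = inhibition above about 30%, limit read from the data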;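 also: 0% = full FRET control wells and 100% = background wells lacking eIF4GI fragment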
# Rad51 HR inh – blocks human Rad51 in homologous recombination; hRad51 DNA strand exchange, fluorescence dequenching; inhibition, % at 10 µM; 200,000 tested, 0.085% active;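 active = inhibition above 40% at the single screening dose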;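 also: 0% = DMSO control wells and 100% = blanks with heterologous ssDNA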
# Target sequence (Q06609 whole entry, looked up): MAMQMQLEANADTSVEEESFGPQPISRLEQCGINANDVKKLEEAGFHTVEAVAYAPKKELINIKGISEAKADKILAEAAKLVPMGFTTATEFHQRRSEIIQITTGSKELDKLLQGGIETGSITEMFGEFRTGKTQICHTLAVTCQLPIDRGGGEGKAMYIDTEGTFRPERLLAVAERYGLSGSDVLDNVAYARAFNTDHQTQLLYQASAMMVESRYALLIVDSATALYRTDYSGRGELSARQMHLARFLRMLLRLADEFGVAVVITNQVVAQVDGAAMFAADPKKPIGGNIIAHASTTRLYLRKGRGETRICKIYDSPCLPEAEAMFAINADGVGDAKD
#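 Material: hRad51 filaments on single-stranded DNA; Reagent: Donor/quencher-labelled 47-bp dsDNA substrate; Compound: 10 µM final, single point; Schedule: 37 °C 15-min filament assembly, 30-min compound preincubation, 15-min exchange; Technique: FRET fluorescence, excitation 485 nm, emission 520 nm; Benchmarks: control wells and blank wells on each plate.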
# MDM2 E3 inh – Mdm2 E3 ligase (human) inhibition; 210,000 tested, 0.11% active; signal enhancement, % at 5 µM; cell-based MDM2 ubiquitination luciferase reporter, 2 h; 0 = plate control, 100 = twice control, blank-subtracted;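 active = signal enhancement of 30% or more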;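 also: luminescence tracks abundance of the self-degrading MDM2-luciferase fusion protein; higher signal means inhibition of MDM2 E3 ligase activity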
# Target sequence (Q00987 whole entry, looked up, the tested form may be a part): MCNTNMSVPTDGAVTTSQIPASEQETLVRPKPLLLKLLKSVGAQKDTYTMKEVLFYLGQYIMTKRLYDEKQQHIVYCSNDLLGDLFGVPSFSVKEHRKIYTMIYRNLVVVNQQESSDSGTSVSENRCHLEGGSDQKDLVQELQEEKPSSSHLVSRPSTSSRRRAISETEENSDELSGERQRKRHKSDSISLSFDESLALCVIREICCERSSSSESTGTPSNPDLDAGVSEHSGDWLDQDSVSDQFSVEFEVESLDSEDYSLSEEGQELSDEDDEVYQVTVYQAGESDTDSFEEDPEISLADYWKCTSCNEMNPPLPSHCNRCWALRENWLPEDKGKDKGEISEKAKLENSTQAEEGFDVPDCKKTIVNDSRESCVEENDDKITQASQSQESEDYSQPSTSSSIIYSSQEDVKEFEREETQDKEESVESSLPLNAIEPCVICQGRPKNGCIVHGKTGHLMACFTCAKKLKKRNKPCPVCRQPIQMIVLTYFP
#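 Material: Stable MDM2–luciferase fusion reporter cells | Amount: 2000 cells seeded into each well | Dosing: One concentration, 5 µM, with 0.2% DMSO | Incubation: 4 h cell settling then 2 h compound exposure, 37 °C | Measured by: Luciferase luminescence | Read-out basis: % enhancement relative to plate controls after blank subtraction | Benchmarks: Control and blank well means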
# EBV gp42 inh – EBV gp42 inhibition. Q1HVG2. Fluorescence polarization binding assay, mP read-out. inhibition, % (tested at 21.74 µM). 220,000 tested, 0.42% active. AID 1085; in the data active = inhibition above about 50%
# Target sequence (Q1HVG2 whole entry, looked up): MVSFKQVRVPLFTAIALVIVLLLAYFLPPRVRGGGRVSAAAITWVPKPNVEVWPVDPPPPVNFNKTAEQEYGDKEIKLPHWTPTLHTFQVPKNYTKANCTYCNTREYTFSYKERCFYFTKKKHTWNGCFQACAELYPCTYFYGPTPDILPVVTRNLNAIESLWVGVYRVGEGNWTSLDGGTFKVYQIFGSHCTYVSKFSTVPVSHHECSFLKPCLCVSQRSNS
# Cl transport mod – KCC2 (human) Cl- transport modulation; Q9H2X9; KCC2 cells, thallium flux FluoZin-2 fluorescence; B-score of Tl+ flux slope (higher = more flux/activation; lower = inhibition) at 10 µM; 190,000 tested, 2.2% active;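 active = thallium flux slope and its plate-corrected score both differing from the plate sample mean at a set confidence after two filtering rounds, in either direction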;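 also: slope of fluorescence scaled to starting intensity during 10 to 20 s after thallium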
# m-calpain inh – calpain II (pig) inhibition; purified calpain II, fluorogenic peptide substrate, 30 min; inhibition, % at 16 µM; 220,000 tested, 0.37% active; AID 1236;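 active = inhibition above about 50%, limit read from the data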
# zVAD death inh – L929 zVAD cell death inhibition; L929 zVAD necroptosis rescue, ATP luminescence, 24 h; with zVAD 60 µM; viability rescue, % at 10 µM; 220,000 tested, 0.38% active;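 active = activation, scaled between plate controls, above about 75%, limit read from the data; inactive = activation under that limit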;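 also: 0% = zVAD with DMSO and 100% = DMSO alone without zVAD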
# * = called active by the depositor; i = inactive; · = no result given; [ ] = another dose, or the depositor's remark.
SMILES,TNF necrop inh,PERK inh,eIF4E-4G inh,Rad51 HR inh,MDM2 E3 inh,EBV gp42 inh,Cl transport mod,m-calpain inh,zVAD death inh
COc1ccc(Cl)cc1N(CC(=O)NC(C)(C)C)S(=O)(=O)c1ccc(C)c([N+](=O)[O-])c1,0.7,-0.1,0.5,·,-12.4,15.1,-2.19,46.6,-0.3
CC(C)CCN1C(=O)c2ccc(-c3nc4ccccc4c(=O)o3)cc2C1=O,-0.6,-0.7,5.6,-7.3,-6.8,-16.4,-0.977,-103.3,0.1
COC(=O)CSc1cc(SCC(=O)OC)c(C#N)c(SCC(=O)OC)c1,-3.3,0.8,0.8,-4.1,2.7,-17.9,-3.19*,-23.5,2.4
C=CCN1C=C2C(=O)C(C)(OC(=O)C3CCCC3)C(=O)C=C2C=C1c1ccsc1 (centres undefined),-1.7,·,-0.3,13.3,19.7,-4.3,-0.0412,-17.4,-0.1
O=C(/C=C/c1ccc([N+](=O)[O-])cc1)NCCc1ccccc1,-0.2,-0.7,0.6,2.2,-22.2,-6.2,-0.817,-5.9,4.1
CCOc1c(Cl)cc(C(=O)NCCN2CCCCC2)cc1Cl,3.2,-1.5,7.4,-7.8,-5.4,-9.3,·,-9.2,1.2
COc1cc(C(=O)O)nc(OC)n1,-0.5,0.6,-1.8,-0.8,-6.2,-8.9,-0.357,-0.3,1.4
O=C1NC(=O)C(Cc2ccccc2)(c2cccnc2)N1 (centres undefined),1.0,2.1,3.1,18.7,-3.8,-15.8,-0.289,3.6,1.5
COc1ccc(N(CC(=O)Nc2c(C)cccc2C)S(=O)(=O)c2ccccc2[N+](=O)[O-])c(OC)c1,-1.5,-0.2,-5.4,·,-8.3,-2.4,-3.02,-56.3,0.2
CC(=O)NCCc1ccc(O)cc1,2.1,·,-24.9,-3.4,-29.4,-18.6,0.272,-2.8,0.1
Cc1cc(=O)[nH]c(N/N=C/c2c(C)oc3ccccc23)n1,1.9,0.6,-0.7,16.9,-18.9,-10.9,-0.901,11.6,1.3
O=C1COc2ccc(OCc3ccc(F)cc3)cc21,-4.9,0.5,5.1,-5.1,-36.7,-3.1,-0.984,12.7,0.1
Cc1ccc(CNc2ncc(-c3ccc4c(c3)OCO4)n2C)cc1,-2.8,-0.1,-9.9,-1.9,-13.9,-16.2,·,-24.4,-0.1
CC1CCN(S(=O)(=O)c2cn(C)c(=O)n(C)c2=O)CC1,0.1,0.0,-0.3,-1.3,-8.0,-12.6,0.27,-3.2,0.7
CCOc1ccc(CC(=O)OCN2C(=O)c3ccccc3C2=O)cc1,-0.7,0.8,-3.4,-2.5,-0.8,-4.4,1.87,-17.6,0.1
COCCN(C(=O)CSc1nnc(C)n1Cc1ccccc1)c1c(N)n(Cc2ccccc2)c(=O)[nH]c1=O,1.8,1.2,1.2,-8.7,-22.4,-15.6,-0.396,-21.3,0.3
CC1(C)Cc2nc3oc4c(=S)nc[nH]c4c3cc2CO1,0.4,0.9,3.8,-5.5,-3.9,-8.4,0.418,-18.3,2.4
O=C(/C=C/c1ccc(-c2cccc([N+](=O)[O-])c2)o1)N1CCOCC1,2.8,-0.4,-2.9,·,0.4,-3.3,-0.109,-9.3,0.0
OCCC1CN(Cc2cccc(-n3cccn3)c2)CCN1Cc1ccccc1 (centres undefined),1.1,0.6,-2.3,2.5,-8.2,7.7,0.348,-23.1,0.2
CC[N+]1=CN(c2ccccc2)C(C)=CC1(C)C,1.0,1.6,1.7,2.0,-13.9,-28.1,·,-10.7,0.1

# Record cards (already shown). Values in the order: TNF necrop inh, PERK inh, eIF4E-4G inh, Rad51 HR inh, MDM2 E3 inh, EBV gp42 inh, Cl transport mod, m-calpain inh, zVAD death inh
# Record of COc1cc(C(=O)O)nc(OC)n1 : -0.5, 0.6, -1.8, -0.8, -6.2, -8.9, -0.357, -0.3, 1.4
# Record of O=C(/C=C/c1ccc(-c2cccc([N+](=O)[O-])c2)o1)N1CCOCC1 : 2.8, -0.4, -2.9, ·, 0.4, -3.3, -0.109, -9.3, 0.0
# Record of O=C(/C=C/c1ccc([N+](=O)[O-])cc1)NCCc1ccccc1 : -0.2, -0.7, 0.6, 2.2, -22.2, -6.2, -0.817, -5.9, 4.1

# New compounds follow
SMILES,TNF necrop inh,PERK inh,eIF4E-4G inh,Rad51 HR inh,MDM2 E3 inh,EBV gp42 inh,Cl transport mod,m-calpain inh,zVAD death inh
CCOC(=O)Cc1cnc(NC(=O)NC(C(=O)OCC)(c2ccccc2)C(F)(F)F)s1 (centres undefined),-1.6,-0.5,6.4,-2.1,-9.8,-9.5,-0.0184,-15.1,-0.6
O=C(NCc1ccccc1)C(c1ccncc1)N(C(=O)c1csnn1)C1CC1 (centres undefined),-0.9,1.0,-1.0,-4.0,-11.7,-0.9,0.677,-10.6,0.1
O=C1NC(c2cccc([N+](=O)[O-])c2)=CCN1c1ccccc1O,-1.6,0.1,-3.0,·,-1.1,13.0,0.0859,4.9,-0.1
CC(Oc1ccc(Cl)cc1Cl)C(=O)NCc1ccncc1 (centres undefined),0.0,0.0,-3.9,-0.3,6.8,-3.8,·,3.4,0.0
CCCCCCC(c1c(C)n(C)n(-c2ccccc2)c1=O)c1c(C)n(C)n(-c2ccccc2)c1=O,-2.5,-1.6,1.9,5.9,-17.0,6.4,0.0766,20.9,-0.5
O=[N+]([O-])c1cccnc1N1CCC(c2cc(-c3ccc(Cl)cc3Cl)n[nH]2)CC1,-1.3,-1.1,0.2,1.1,-15.3,21.4,0.907,15.9,0.4
CS(=O)(=O)N(Cc1ccc(C(=O)N2CCc3ccccc3C2)cc1)c1ccccc1,0.8,-0.1,0.1,0.2,-1.0,-15.0,-3,-13.7,1.9
COc1ccc(CNC(=O)c2cc3c(=O)n4ccccc4nc3n(Cc3ccco3)c2=N)cc1,-8.0,0.6,·,·,·,·,1.07,·,-0.2
Cc1ccc(NC(=O)CC2S/C(=N/N=C3\CCCc4ccccc43)NC2=O)cc1 (centres undefined),1.1,1.3,-1.7[fluorescence artefact?],5.3,-2.8,3.0,0.382,-70.0,3.2
COc1ccccc1OCC(=O)OCC(=O)Nc1ncc(Cl)cc1Cl,-2.8,0.3,-3.8,-9.1,7.2,-11.5,·,-10.0,0.5
CO/N=C(\CCC(=O)O)c1cccs1,-0.4,0.7,-0.3,-6.5,2.6,-12.3,1.1,-12.8,-0.1
Cc1ccc(-c2ccc(S(=O)(=O)N3CCCC3)cc2)cc1,0.9,-0.7,1.4,6.0,-7.6,-11.0,-0.0761,13.7,3.4
COc1cc(/C=N/NC(=O)CCN2CCN(Cc3ccccc3)CC2)cc(OC)c1OC,3.7,-0.3,4.6,-1.2,-10.5,-5.6,-1.26,0.1,1.6
COc1ccc(NS(=O)(=O)c2cc(NC(=O)c3cnccn3)ccc2N2CCCC2)cc1,0.8,-0.6,8.2,-32.9,-6.1,-2.5,-0.722,17.2,1.1
NC(=O)c1sc(=S)n(-c2ccc(Br)cc2)c1N,-1.8,0.6,2.4,3.6,-10.7,-6.2,-0.629,-3.1,-0.9
COC(=O)c1ccc(CSc2nnc(-c3c[nH]c4ccccc34)n2C)o1,0.7,1.2,-4.6,-6.3,-11.3,2.9,·,23.5,3.8
Cc1cc(C)n(C(=O)c2ccccc2[N+](=O)[O-])n1,1.3,-0.2,-2.0,3.6,-10.7,-3.2,0.303,-46.7,0.3
CCOc1cc(C(N)=O)cc(Cl)c1OCC,0.3,2.1,-7.5,7.8,-3.1,0.2,-1.11,-13.7,2.0
CCCCN(CCCC)c1nc2ccccc2nc1C(C#N)C(=O)NCCCOC (centres undefined),0.0,0.1,2.5[fluorescence artefact?],-170.0,-20.3,-158.9,i,i,1.2
COC(=O)c1ccccc1NC(=O)Cn1c(=O)n(CCC(=O)NC2CCN(Cc3ccccc3)CC2)c(=O)c2ccccc21,1.7,0.3,-8.2,3.9,·,-12.1,-1.28,-14.6,-0.3
Clc1cccc(Cl)c1Cn1nnc(-c2cccs2)n1,-2.4,0.8,-4.2,1.6,-6.2,-18.6,-0.0107,6.0,-0.2
O=C(CSc1nc2ccccc2c(=O)[nH]1)c1ccc(O)c(O)c1,-0.5,1.0,4.8,-7.0,4.0,-7.0,-0.26,11.6,0.0
O=C(CNC(=S)N(Cc1ccccc1)Cc1ccccc1F)NCc1ccccc1,0.5,-0.4,2.3,-2.7,-8.9,-6.2,-0.855,54.1*,-0.2
Cc1ccc(NC(=O)COc2ccc(-n3cnnn3)cc2)cc1C,-2.0,1.2,-0.2,-0.6,-9.1,-17.6,-0.488,-36.3,71.5
COCCn1c(-c2ccc(Cl)cc2)cnc1SCC(=O)NCc1cccs1,-4.6,-1.1,-8.3,-2.3,4.2,-16.5,-0.908,0.6,-0.6
CCn1c(=S)[nH]c2nc3c(cc2c1=O)CCCC3,-1.0,0.3,9.9[fluorescence artefact?],9.2,-19.9,14.7,42.3*,9.3,-0.2
CC1CC(C)(C)NC(=S)N1CCC(=O)N1CCN(Cc2ccccc2)CC1 (centres undefined),1.6,0.5,2.2,0.1,13.7,-21.3,·,4.9,1.1
Cc1ccc2cc3cc(C(=O)NCCC(C)C)oc3nc2c1,-1.0,0.9,-0.9,·,-11.6,-0.2,·,-306.1,5.2
Cc1[nH]nc2c1C1(CCC3(CC1)OCCO3)C(C#N)=C(N)O2,-1.2,0.1,-4.7,-6.4,10.2,-5.1,-0.35,-26.1,0.4
COC(=O)c1ccc(CN2CCN(Cc3ccccc3)C(CCO)C2)cc1 (centres undefined),1.3,0.9,1.8,·,-17.7,-8.9,-0.262,11.9,-0.2
Cc1cc([N+](=O)[O-])nn1Cc1c(F)c(F)c(F)c(F)c1F,14.3,-0.5,3.7,-0.5,6.0,-16.5,1.48,-4.1,-0.3
CCCCC(=O)NC(c1ccco1)c1c(O)ccc2ccccc12 (centres undefined),-0.1,-0.1,-3.7,-1.8,0.2,-12.2,0.167,-14.4,-0.5
Cc1ccc(S(=O)(=O)C2(C(=O)Nc3ccc(F)cc3)CC2)cc1,-2.8,0.5,-2.4,-0.9,-12.1,-15.5,-0.114,-19.5,0.0
CCC(C(=O)Nc1cccc(C(F)(F)F)c1)c1ccccc1 (centres undefined),-0.5,2.6,-1.4,4.9,-28.6,6.2,·,19.6,-0.2
CCN1CCN(c2cc(C)c3cc(NC(=O)c4cncc(Br)c4)ccc3n2)CC1,-10.4,-1.5,0.7[fluorescence artefact?],·,-11.2,-11.8,·,-3.2,4.7
COc1cc(/C=N/NC(=O)c2cccc([N+](=O)[O-])c2)ccc1OC(=O)c1ccco1,0.6,0.6,-0.1,-21.4,-6.5,1.5,0,2.8,1.4
CCOc1ccc(N=C2NC(=O)SC2CC(=O)OC)cc1 (centres undefined),-0.7,-0.1,0.5,·,-6.0,6.2,-1.17,-7.6,-0.4
FC(F)(F)c1cccc(N/N=C/c2ccccc2)c1,-0.1,1.4,4.9,-11.7,-11.5,-18.1,2.12,9.5,0.1
Cn1cc(S(=O)(=O)N2CCC(C(N)=O)CC2)c(=O)n(C)c1=O,-0.1,0.4,4.5,-3.3,-5.4,-14.3,-0.0409,-8.1,0.4
OCCN(Cc1ccccc1)Cc1ccc(Cl)cc1,2.6,0.3,-2.1,-1.4,-15.5,-7.5,-0.276,-14.6,-0.8
Nc1ccc(C(=O)NCC2(c3ccccc3)CCCC2)cc1,-1.5,1.6,4.6,29.3,-15.5,2.5,-0.569,13.3,0.3

# Screening data deposited in PubChem by several laboratories.
